# MC4R antagonist: blocks human MC4R cAMP signaling | AID 540295 | inhibition, % at 6.5 µM | 360,000 compounds, 0.48% hits | MC4R-expressing cells, MTII-stimulated cAMP, LANCE TR-FRET | P32245;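 active = inhibition above its plate's cutoff, the mean of tested wells on that plate plus 3 SD, cut at about 29% in these data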;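 also: 0% = Melanotan II alone and 100% = Melanotan II plus saturating MCL0020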
# Target sequence (P32245 whole entry, looked up): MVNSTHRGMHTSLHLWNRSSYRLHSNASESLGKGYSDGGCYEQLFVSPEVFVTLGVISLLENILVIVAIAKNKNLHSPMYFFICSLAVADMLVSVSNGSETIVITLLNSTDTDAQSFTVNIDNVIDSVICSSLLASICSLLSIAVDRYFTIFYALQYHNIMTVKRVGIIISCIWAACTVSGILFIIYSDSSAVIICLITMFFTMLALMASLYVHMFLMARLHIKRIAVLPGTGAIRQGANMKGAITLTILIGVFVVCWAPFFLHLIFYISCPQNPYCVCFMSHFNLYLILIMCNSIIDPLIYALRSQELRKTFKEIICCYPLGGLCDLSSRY
#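 System: U2OS-MC4R stable cell line; Technique: Eu-cAMP/anti-cAMP TR-FRET, emission 671 nm; Repeats: single well per compound; Also added: Melanotan II; Dosing: one concentration, 6.5 µM nominal; Schedule: 30-min compound, 1-h challenge, 1-h detection, room temperature.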
# NCOA2 inhibitor: inhibits human steroid receptor coactivator 2; HEK293 GAL4-SRC2 luciferase reporter, luminescence; inhibition, % at 9 µM; 370,000 compounds, 0.17% hits; AID 651957;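 active = inhibition above the mean inhibition of all tested compounds plus 3 SD, set per campaign, cut at about 52% in these data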;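 also: 0% = DMSO treated cells and 100% = cells given Gossypol at 36 µM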
# Cardio protect: myocardial damage modulation in H9c2 cells | H9c2 cardiomyocytes, H2O2 injury protection, ATPLite, 2 h | 360,000 compounds, 0.63% hits | protection from H2O2 cell death, % at 20 µM;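 active = compounds giving at least 50% protection of heart cells from peroxide-induced death in the single-dose screen, raw or plate-pattern-corrected value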;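 also: 0% = DMSO wells with peroxide and 100% = DMSO wells without peroxide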
# NOD2 RIPK2 PPI: blocks binding of human NOD2 to RIPK2; O43353; CHO BLA complementation NOD2-RIPK2, CCF4 ratio; inhibition, % at 4.98 µM; AID 624267; 360,000 compounds, 0.38% hits; in the data active = inhibition above about 21%;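 also: 0% = vehicle only and 100% = reference blocker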
# Target sequence (O43353 whole entry, looked up): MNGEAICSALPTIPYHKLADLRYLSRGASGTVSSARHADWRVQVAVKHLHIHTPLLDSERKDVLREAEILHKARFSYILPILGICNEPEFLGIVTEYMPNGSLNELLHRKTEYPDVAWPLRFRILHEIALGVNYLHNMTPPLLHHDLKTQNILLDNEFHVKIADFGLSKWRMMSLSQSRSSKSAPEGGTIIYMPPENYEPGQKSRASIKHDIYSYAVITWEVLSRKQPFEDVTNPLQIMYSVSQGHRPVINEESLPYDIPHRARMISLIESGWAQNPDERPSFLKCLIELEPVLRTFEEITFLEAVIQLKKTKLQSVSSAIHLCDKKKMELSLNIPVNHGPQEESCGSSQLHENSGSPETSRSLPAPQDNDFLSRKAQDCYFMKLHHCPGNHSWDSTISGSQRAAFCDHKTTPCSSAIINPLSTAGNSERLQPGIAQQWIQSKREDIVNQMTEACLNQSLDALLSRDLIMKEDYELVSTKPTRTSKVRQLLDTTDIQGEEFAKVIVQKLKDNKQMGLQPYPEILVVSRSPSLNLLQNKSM
# HTR2A ag: agonists of mouse serotonin 5-HT2A receptor (HTR2A). CHO-K1 mHTR2A beta-arrestin complementation, luminescence; percent of 30 µM serotonin response. P35363. 360,000 compounds, 0.66% hits. activation, % at 7.6 µM;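 active = activation above a run cutoff, the mean activation of all tested compounds plus 3 SD, cut at about 14% in these data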;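 also: 0% = plate median of compound wells and 100% = 30 µM serotonin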
# N-glyco inh: N-linked glycosylation inhibition; D54 ERlucT glycosylation luciferase reporter, 24 h; percent of 100 nM tunicamycin response; reporter increase, % at 12.5 µM; 360,000 compounds, 0.23% hits;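 active = mean luciferase reporter signal, scaled so untreated is 0 and the glycosylation-blocking control 100, at or above a set limit in every replicate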;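 also: luciferase carries N-glycosylation sites so blocking glycosylation raises the light; 0% = median of neutral control wells and 100% = median of 100 nM tunicamycin wells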
# MC4R ag barr: agonists of human melanocortin 4 receptor (MC4R) beta-arrestin; activation, % at 8.9 µM; AID 540308; 360,000 compounds, 0.98% hits; U2OS MC4R beta-arrestin complementation, luminescence; percent of melanotan II response, DMSO zero;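 active = activation above a per-plate cutoff, the mean activation of sample wells on that plate plus 3 SD, cut at about 8% in these data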
# TLR9-MyD88 block: inhibitors of human TLR9-MyD88 binding. Q9NR96+Q99836. CHO BLA complementation TLR9-MyD88, CCF4 FRET ratio. inhibition, % at 4.98 µM. 340,000 compounds, 0.21% hits;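 active = inhibition above the mean over all tested compounds plus 3 SD, cut at about 21% in these data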;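 also: 0% = DMSO only wells and 100% = clavulanate BLA inhibitor control wells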
# ABCB6 inh 2: blocks the human ABCB6 transporter. Q9NP58. K562-ABCB6 porphyrin accumulation, flow cytometry, 1 h; active compounds read low. fluorescence ratio to DMSO, % at 10 µM. 360,000 compounds, 0.19% hits. AID 602162;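 active = fluorescence ratio to DMSO below 75%, the collection mean minus 3 SD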;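 also: signal is porphyrin accumulated inside mitochondria; 100% equals median channel fluorescence of DMSO control wells; lower ratio means ABCB6 inhibition with less porphyrin fluorescence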
# ABHD5-PLIN5 inh: blocks binding of human ABHD5 to perilipin-5 | 360,000 compounds, 0.78% hits | Q00G26+Q8WTS1 | inhibition, % at 4 µM | Split G. princeps luciferase complementation, luminescence, 4 h;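 active = inhibition above the mean inhibition across every tested compound plus 3 SD, cut at about 22% in these data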;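 also: 0% = DMSO only wells and the 100% control is not disclosed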
# Active calls of the source: *; · = no result given. A portion of the library. The share of hits here may be higher or lower than overall.
no.	smiles	MC4R antagonist	NCOA2 inhibitor	Cardio protect	NOD2 RIPK2 PPI	HTR2A ag	N-glyco inh	MC4R ag barr	TLR9-MyD88 block	ABCB6 inh 2	ABHD5-PLIN5 inh
1	O=C(c1nc2ccccn2c1CN1CCCC(c2nc3ccccc3o2)C1)N1CCCC1 (stereo not given)	-0.8	-28.7	6.6	1.2	-0.5	2.2	-3.4	-0.6	100.0	-2.2
2	Cc1ccnc(NCc2c(O)ccc3ccccc23)c1	-8.1	11.3	1.2	-0.1	0.7	-1.0	-0.5	0.1	97.0	20.8
3	CCOC(=O)[C@]12CCC=C1N(Cc1cccc3ccccc13)C(=O)[C@H](CC(=O)N1CCN(C(=O)c3ccco3)CC1)C2	·	-3.1	·	5.3	-2.8	·	·	·	90.0	9.1
4	CC(=O)Nc1ccccc1C(=O)C(=O)Nc1ccc(C(=O)N2CCOCC2)cc1	-2.2	17.7	0.6	5.2	-1.0	0.0	-1.0	7.9	104.0	-3.1
5	C=CCn1c(SCC(=O)c2ccccc2)nnc1-c1cc2ccccc2o1	0.0	-5.2	-4.3	-3.7	-2.8	0.2	1.5	10.3	92.0	-9.3
6	CC(C)(C)NC(=O)NC(=O)COC(=O)c1nc(-c2ccccc2)n(-c2cccc(C(F)(F)F)c2)n1	0.5	-9.3	27.4	-8.7	-0.3	0.2	1.8	-3.0	106.0	-1.4
7	CC(=O)N1CCSc2ccc(S(=O)(=O)NCCc3ccc(C)cc3)cc21	2.7	20.7	-8.7	1.1	-2.8	-0.3	-1.2	4.5	99.0	-8.0
8	Cc1nn(-c2ccccc2)c2c1C(c1ccco1)C(C#N)=C(N)O2 (stereo not given)	3.7	-18.1	4.5	-3.3	-0.4	0.3	0.1	4.7	101.0	-8.6
9	CCOc1ccc(NS(=O)(=O)N(C)C)cc1	4.5	-0.2	-8.7	1.9	0.4	1.3	-1.5	-0.2	91.0	-1.5
10	COc1ccc(CNC(=S)N2CCN(Cc3ccccc3)CC2)cc1	0.4	-11.1	-3.1	-3.5	18.6*	-2.1	-2.7	-0.2	98.0	0.9
11	COc1ccc(S(=O)(=O)N(C)C)cc1NC(=O)[C@H](Cc1ccccc1)N1C(=O)c2ccccc2C1=O	15.0	-3.9	5.1	-4.9	-0.2	1.9	1.1	-4.0	99.0	-4.7
12	Cc1ccc(-n2nc3c(c2NC(=O)c2cc4ccccc4o2)CS(=O)(=O)C3)cc1	6.0	-0.4	1.9	-6.9	-0.9	1.1	0.1	8.2	98.0	1.7
13	O=C(NCc1ccccc1F)C1CCC(=O)N(Cc2ccc(Cl)cc2)C1 (stereo not given)	-3.6	-6.7	0.9	-1.0	4.3	0.9	2.4	10.2	106.0	2.2
14	COC(=O)c1cc2cc(NS(=O)(=O)c3ccc(C)cc3)ccc2s1	3.6	13.4	-16.7	7.0	-0.1	1.9	1.5	9.6	89.0	-5.1
15	CCCC(=O)NC(=S)Nc1ccccc1C(F)(F)F	-4.3	1.9	-3.4	-8.6	-2.2	0.3	-1.7	-1.4	96.0	-3.3
16	CCOc1cc2c(cc1OCC)C(c1ccccc1)N(c1ccc(C(=O)O)cc1)C(=O)C2 (stereo not given)	1.3	3.7	-5.3	-9.7	2.0	0.9	-1.2	2.6	101.0	-10.6
17	O=C1NC2(CCCCC2)OC12CCCCC2	3.8	21.9	10.1	-8.6	5.1	-0.1	-2.4	4.7	96.0	-1.7
18	Cn1c(SCC(=O)c2ccc(O)c(O)c2)nnc1-c1ccccc1	8.4	-8.3	7.8	-4.8	2.1	-1.2	-0.2	10.8	98.0	5.5
19	COc1ccc(C2(C(=O)Nc3ccc(C)cc3)CCOCC2)cc1	17.6	18.6	-3.5	-1.3	-1.0	0.9	-1.5	-3.1	103.0	1.4
20	COc1ccc(NC(=O)N2CCCC2C(=O)Nc2ccc(C)c(Cl)c2)cc1 (stereo not given)	7.8	-16.7	-2.7	-2.0	2.9	2.8	-1.6	-4.4	98.0	3.0
21	Nn1c(CN2CCCCC2)nc2ccccc2c1=O	22.4	-2.2	2.1	-10.4	0.8	2.8	-3.6	-0.3	97.0	-6.9
22	C/C(=N\NC(=O)c1ccc2c(c1)OCCO2)c1ccccc1	0.4	-15.9	-10.9	-18.1	10.9	-16.3	1.0	13.6	96.0	-6.3
23	O=C(Nc1nc2ccccc2s1)c1cccc(N2C(=O)CCC2=O)c1	2.8	23.6	-4.0	-4.0	-9.3	-0.1	-2.3	-3.2	95.0	2.3
24	O=C(CN1C(=O)NC2(CCCC2)C1=O)NNC(=O)c1ccc(Br)cc1	5.3	-7.7	11.2	-8.4	-4.1	1.5	0.3	1.5	90.0	6.5
25	Cc1ccc([C@H]2N[C@]3(CCCN(Cc4ccc(Br)cc4)C3=O)[C@H]3C(=O)N(Cc4ccccc4)C(=O)[C@@H]23)cc1	11.9	-9.7	6.6	-3.8	2.1	0.2	-0.4	14.7	97.0	-1.5
26	COc1cccc(/C=C/C(=O)OCC(=O)NC(=O)NC2CCCC2)c1	9.3	-10.9	0.0	1.6	-5.5	1.0	2.9	-1.3	97.0	5.6
27	CCOC(=O)c1c(CC(C)C)csc1NC(=O)COC(=O)C1=NNC(=O)CC1	-2.7	-3.3	-2.6	-1.0	-3.7	1.6	-2.2	3.3	94.0	-2.4
28	O=C(O)c1cccc(NC(=O)C2CCCO2)c1 (stereo not given)	-2.1	-12.6	-1.1	-7.2	-1.8	-0.1	1.6	-2.8	98.0	12.8
29	COc1ccc(NC(=O)C2CCC(=O)N2S(=O)(=O)c2ccc(C)cc2)cc1Cl (stereo not given)	26.8	-6.5	2.3	-7.9	-7.3	-0.7	-2.3	3.2	96.0	-5.7
30	COc1ccc(OC)c(N=C2C(=O)Nc3ccccc32)c1	9.5	0.4	-2.5	-5.2	0.5	3.7	-1.1	3.2	98.0	-5.7
31	COCCn1c(-c2ccc(Cl)cc2)nc2oc3cc(OC)ccc3c(=O)c2c1=O	1.2	10.3	2.2	-2.8	7.8	3.9	-2.0	·	102.0	-1.9
32	COc1ccc(S(=O)(=O)Nc2cc3[nH]c(=O)oc3cc2C)cc1	-2.7	-7.1	4.4	-5.2	-4.5	10.2	-0.8	-3.9	95.0	-2.1
33	C=CCNC(=O)c1ccc2nc(-c3ccccc3)c(-c3ccccc3)nc2c1	5.0	-3.9	25.8	9.5	-4.0	·	-0.7	-5.5	86.0	2.0
34	C/C(=N/NC(=O)c1cccs1)c1cccc(N)c1	-3.7	-69.5	35.4	9.1	-4.5	4.2	-3.0	5.0	100.0	-0.6
35	COc1cccc(C(NC(C)=O)c2nc(-c3cccc(C(C)C)c3)cs2)c1 (stereo not given)	3.5	1.5	-10.2	11.1	-7.4	-0.1	1.4	·	97.0	-1.6
36	Cc1cccc(C)c1NC(=O)N1C2CCC1CC(O)(c1cccnc1)C2 (stereo not given)	9.0	4.2	2.8	-10.9	2.1	1.2	-1.5	7.4	97.0	-1.3
37	O=C(CSC1=Nc2ccccc2C2=NC(c3ccccc3)C(=O)N12)NCC1CCCO1 (stereo not given)	2.6	·	29.7	2.3	-3.2	4.9	-1.4	0.3	142.0	0.6
38	COc1cc(NC(=O)Cn2cnc(S(=O)(=O)N3CCC(C)CC3)c2)cc(OC)c1OC	11.5	-15.5	-2.2	6.4	-5.4	-0.3	-2.4	-10.8	100.0	13.3
39	CC1(C)CC(=O)C(C(c2cccc([N+](=O)[O-])c2)C2C(=O)CC(C)(C)CC2=O)C(=O)C1	3.2	14.5	-4.1	-0.8	-4.5	0.8	0.0	-17.9	101.0	5.4
40	COCCNc1cc(NCCOC)c([N+](=O)[O-])cc1[N+](=O)[O-]	5.4	-38.8	-3.6	-1.4	-2.2	4.0	-3.2	8.9	107.0	0.5
41	CCN(CC)c1ccc(NC(=O)C2CCCN(S(=O)(=O)c3cccnc3)C2)c(C)c1 (stereo not given)	4.8	-10.5	2.9	-9.6	3.4	-1.4	-1.1	-9.6	96.0	-6.0
42	COc1cccc(-n2c(=O)n(Cc3ccccc3)c(=O)c3[nH]cnc32)c1C	1.0	-12.4	1.1	-1.1	1.1	0.4	-2.1	8.3	97.0	5.1
43	COc1ccc(CN2C(=O)C(C)Nc3ncnc(N4CCOCC4)c32)cc1 (stereo not given)	-3.0	-22.0	-0.7	2.4	-3.1	16.2	-1.6	-0.1	97.0	-5.1
44	CCCC1NC(=O)c2cccnc2-n2c1nc1ccccc1c2=O (stereo not given)	1.1	-8.3	0.6	-5.9	1.3	0.0	-1.4	-7.2	95.0	-1.9
45	CC(C)c1ccccc1-n1c(-c2cccnc2)n[nH]c1=S	12.1	3.1	2.5	8.3	12.5	0.8	-3.5	7.9	92.0	5.3
46	Cc1ccccc1NC(=O)c1[nH]cnc1C(=O)NN	1.8	-4.6	1.0	-3.4	-3.0	1.3	0.5	6.5	95.0	-5.0
47	COc1ccc(CCNC(=O)CSc2ccc3nnc(CCNC(=O)c4ccccc4)n3n2)cc1OC	2.4	0.5	8.4	-15.8	1.8	1.6	-1.6	-8.0	104.0	1.9
48	Nc1c(S(=O)(=O)c2ccccc2)c2nc3ccccc3nc2n1/N=C/c1ccco1	5.2	8.0	9.6	-3.8	-1.3	-2.6	-0.4	3.8	102.0	-0.7
49	O=C1C2C(c3ccccc3)CC=CC2[C@H](c2ccoc2)N1Cc1ccccc1 (stereo not given in full)	3.2	-22.1	0.8	-2.8	0.3	-4.2	3.0	4.0	101.0	2.3
50	CCNC(=O)NC(=O)CSc1ccc(S(=O)(=O)N(C)C2CCCCC2)cn1	4.5	3.7	-1.3	-5.7	-4.1	3.2	-1.4	6.6	98.0	-4.5
51	COc1cc(NC(=O)/C=C/c2ccccc2)c(C(=O)O)cc1OC	-2.8	-6.0	-4.8	-4.5	0.8	1.3	2.8	2.4	100.0	10.7
52	O=C(Nc1nnc(-c2cccnc2)o1)c1cccc(Cl)c1	18.4	-0.8	14.9	-6.9	-2.7	0.2	-0.6	-7.0	101.0	-5.8
53	O=C(Cc1ccc(F)cc1)N[C@@H]1c2ccccc2CC[C@H]1OCc1ccccc1	4.7	-23.4	6.0	5.0	0.7	-4.0	4.7	-1.4	96.0	-8.3
54	Cc1ccc(-n2c(=O)c3c4c(sc3n3c(C)nnc23)COC(C(C)C)C4)cc1 (stereo not given)	5.0	0.2	14.7	-3.7	-3.6	1.1	-0.5	-6.1	101.0	5.6
